# Screens from PubChem.
# Wnt act – activators of Wnt/beta-catenin signaling; AID 743398; activation, % at 9.35 µM; Wnt/beta-catenin reporter cell assay, activator, plate reader; 1.2% of 300,000 active; in the data active = activation above about 30%, passing the limit was not always enough;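 note: 0% = neutral control wells and 100% = positive control wells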
# DAGLB inhibitor – diacylglycerol lipase beta (human) inhibition. Q8NCG7. HEK293T DAGLB membrane lysate, EnzChek fluorogenic substrate. inhibition, % at 5.17 µM. 0.059% of 340,000 active. AID 504411; in the data active = inhibition above about 34%;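 note: 0% = enzyme with vehicle and 100% = wells lacking enzyme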
# Target sequence (Q8NCG7 whole entry, looked up): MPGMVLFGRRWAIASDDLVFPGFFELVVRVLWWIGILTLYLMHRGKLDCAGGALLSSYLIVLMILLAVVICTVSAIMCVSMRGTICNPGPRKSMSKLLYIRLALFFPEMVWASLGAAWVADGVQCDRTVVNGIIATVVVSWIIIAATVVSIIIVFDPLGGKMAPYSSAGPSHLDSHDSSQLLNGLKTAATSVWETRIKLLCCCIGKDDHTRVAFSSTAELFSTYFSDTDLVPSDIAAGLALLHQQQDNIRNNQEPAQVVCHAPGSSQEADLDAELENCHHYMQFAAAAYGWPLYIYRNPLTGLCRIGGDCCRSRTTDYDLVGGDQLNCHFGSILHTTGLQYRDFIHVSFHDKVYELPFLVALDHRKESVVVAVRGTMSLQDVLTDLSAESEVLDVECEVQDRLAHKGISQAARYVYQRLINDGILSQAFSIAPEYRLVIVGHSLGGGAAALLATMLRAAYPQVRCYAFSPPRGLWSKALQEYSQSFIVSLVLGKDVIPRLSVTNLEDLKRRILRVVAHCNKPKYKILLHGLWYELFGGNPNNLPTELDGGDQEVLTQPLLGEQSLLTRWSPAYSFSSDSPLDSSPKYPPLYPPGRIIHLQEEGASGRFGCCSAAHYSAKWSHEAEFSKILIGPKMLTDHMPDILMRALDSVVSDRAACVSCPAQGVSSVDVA
# CAL PDZ FP – human CAL PDZ-peptide interaction inhibition; Q9HD26; inhibition, % at 20 µM; purified CAL PDZ, TMR-peptide fluorescence polarization, 1 h; 0.02% of 330,000 active;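 active = highest replicate inhibition of at least 40%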;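 note: plate controls were DMSO neutral control wells for no effect and unlabeled competitor peptide control wells for full effect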
#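 Material: tagged CAL PDZ domain; buffer or medium: 25 mM sodium phosphate pH 7.4, 150 mM NaCl, TCEP, IgG, Thesit; compound dosing: single point, 20 µM; schedule: 1 h incubation at room temperature before polarization reading; measured by: FP readout, S and P plane fluorescence; read-out basis: percent inhibition from loss of millipolarization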
# PfHsp90 set2 – reduces growth (ATP signal) of yeast expressing P. falciparum Hsp90 | S. cerevisiae expressing PfHsp90, BacTiter-Glo ATP, 48 h; yeast lacking PDR1 and PDR3 efflux regulators | inhibition, % at 9.4 µM | 0.32% of 310,000 active;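 active = every replicate shows inhibition above about 80%, whatever the replicate mean, limit read from the data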;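 note: 0% = DMSO neutral controls and 100% = 20 µM radicicol positive controls; yeast relying on Plasmodium falciparum Hsp90 in place of its own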
# Tat transport – E. coli Tat transport inhibition. AID 488895. inhibition, % at 10 µM. E. coli MC4100 TorA-mCherry Tat export, fluorescence. 0.036% of 340,000 active;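 active = mean replicate inhibition at least 50% and at least half of replicates individually reaching 50%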;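 note: exported cargo escapes ClpAP degradation while cytoplasmic cargo is degraded and loses fluorescence; 0% = median of neutral control wells and 100% = median of NaSCN control wells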
# phage Ecoli inh – E. coli growth loss with phage present | growth absorbance | inhibition, % at 11.9 µM | 0.26% of 360,000 active | AID 651602; in the data active = inhibition above about 11%
# Rtt109 Vps75 – inhibitors of Candida albicans Rtt109/Vps75 histone acetyltransferase; inhibition, % at 34.9 µM; 0.16% of 330,000 active; purified Rtt109/Vps75, ThioGlo CoA-SH fluorescence, 4 h; AID 540336;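 active = inhibition of at least 50% in every replicate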
# Target sequence (Q5AAJ8 whole entry, looked up): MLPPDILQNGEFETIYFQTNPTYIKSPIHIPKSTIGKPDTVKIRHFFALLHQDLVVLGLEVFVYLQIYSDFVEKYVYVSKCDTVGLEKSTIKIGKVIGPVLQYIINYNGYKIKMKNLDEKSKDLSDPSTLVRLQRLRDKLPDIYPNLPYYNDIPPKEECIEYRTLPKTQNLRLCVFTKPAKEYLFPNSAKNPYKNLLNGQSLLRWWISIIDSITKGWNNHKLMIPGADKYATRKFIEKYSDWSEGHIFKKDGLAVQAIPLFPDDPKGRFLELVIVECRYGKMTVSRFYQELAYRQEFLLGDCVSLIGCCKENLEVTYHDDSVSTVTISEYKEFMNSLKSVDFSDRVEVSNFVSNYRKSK
# E coli growth – bacterial growth inhibition, counter-screen for AddAB inhibitors | E. coli V3065 growth, OD600 absorbance, 18 h | inhibition, % at 11.9 µM | 0.27% of 330,000 active;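 active = inhibition above the campaign's mean inhibition across all tested compounds plus 3 SD, cut at about 9.9% in these data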;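 note: uninfected addAB+ strain grown without phage in ampicillin broth; 0% = DMSO wells and 100% = ciprofloxacin 0.95 µg/ml wells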
# AddAB inh – less growth of phage-infected E. coli with AddAB; E. coli expressing H. pylori AddAB, absorbance growth; inhibition, % at 11.9 µM; 0.29% of 330,000 active; in the data active = inhibition above about 12%;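 note: 0% = vehicle wells of infected cells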
# PvdQ inh – blocks Pseudomonas aeruginosa PvdQ acylase activity. purified PvdQ acylase, fluorescence plate reader. inhibition, % at 10 µM. 0.063% of 340,000 active. AID 488965; in the data active = inhibition above about 30%, passing the limit was not always enough;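 note: 0% = vehicle neutral wells and 100% = reference inhibitor wells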
# * = called active by the depositor; x = no result given.
# Field names: A = Wnt act; B = DAGLB inhibitor; C = CAL PDZ FP; D = PfHsp90 set2; E = Tat transport; F = phage Ecoli inh; G = Rtt109 Vps75; H = E coli growth; I = AddAB inh; J = PvdQ inh
> CCn1cc(C2=NC(CCSC)CO2)c2ccccc21 (stereo not given)
  A: -1; B: -2; C: 0.0; D: 13; E: -6; F: 2.1; G: -1; H: 0.9; I: -8.3; J: -15
> CCOC(=O)Nc1ccc(C)cc1Br
  A: -2; B: 0; C: 0.2; D: 3; E: -6; F: 0.9; G: -15; H: 0.2; I: 1.5; J: -13
> Brc1cccc(OCCN2CCc3ccccc3C2)c1
  A: -1; B: -9; C: 0.1; D: -5; E: -7; F: 1.5; G: -1; H: -0.2; I: 3.3; J: -1
> CN(C)c1ccc(CN(CC2CCCO2)C(=O)c2cc3ccccc3o2)cc1 (stereo not given)
  A: -2; B: -4; C: -0.7; D: -3; E: 11; F: 2.6; G: 9; H: x; I: x; J: 4
> Cc1ccc(NC(=O)c2ccccc2NC(=O)c2cccs2)cc1
  A: 7; B: -7; C: -2.5; D: 5; E: -5; F: 1.3; G: -1; H: -1.5; I: 3.1; J: -1
> Cc1ccc2c(C(=O)CN3CCN(C(=O)c4ccco4)CC3)c(C)[nH]c2c1
  A: 1; B: x; C: -2.0; D: -5; E: 0; F: 0.9; G: 23; H: -0.8; I: 2.8; J: 6
> COC(=O)/C=C/S(=O)(=O)c1ccc(NC(C)=O)cc1
  A: x; B: -2; C: 0.0; D: 13; E: -5; F: 1.9; G: -1; H: -1.2; I: -0.7; J: 6
> CCNc1nc(NC(C)C)nc(OCCOC(=O)Nc2ccccc2)n1
  A: 1; B: 1; C: -3.2; D: -4; E: -7; F: 2.2; G: 3; H: -0.6; I: -1.8; J: -11
> Cc1ccc(NC(=O)C(C)OC(=O)CCNS(=O)(=O)c2ccc(C)cc2)cc1 (stereo not given)
  A: -2; B: -1; C: -0.7; D: 2; E: 4; F: 2.1; G: 4; H: 1.0; I: 1.4; J: 13
> Cn1cnc([N+](=O)[O-])c1Sc1nc(N)nc2c1ncn2C1OC(CO)C(O)C1O (stereo not given)
  A: -18; B: 0; C: 0.1; D: 4; E: 0; F: 4.9; G: 4; H: x; I: x; J: 7
> N#CNC(=Nc1cccc(F)c1)SCc1ccccc1F
  A: -1; B: 3; C: -3.4; D: -1; E: 5; F: 3.4; G: x; H: 1.5; I: 2.0; J: 8
> COc1cccc2c1OC1(C)CC2NC(=O)N1c1cccc(C(=O)N2CCN(c3ccccc3)CC2)c1 (stereo not given)
  A: -3; B: -1; C: -3.1; D: -2; E: 0; F: 3.5; G: x; H: -0.1; I: 1.8; J: 18
> NC(=O)COc1ccc(=O)n(-c2ccccc2)n1
  A: -3; B: 2; C: 1.0; D: 13; E: 4; F: 0.8; G: 0; H: 1.9; I: -1.3; J: -22
> CCOc1ccccc1NC(=O)CCCc1ccc(OC)c(C)c1
  A: 1; B: -21; C: -2.2; D: 24; E: -1; F: -0.1; G: 0; H: -1.4; I: -1.9; J: -5
> COc1cccc(S(=O)(=O)NCC(=O)N2CCCCCC2)c1
  A: 0; B: 2; C: -0.3; D: 12; E: -3; F: 3.6; G: 10; H: -2.5; I: 2.2; J: -16
> CC1CCCCN1C(=O)COC(=O)c1cc([N+](=O)[O-])ccc1N1CCOCC1 (stereo not given)
  A: -4; B: 0; C: -1.7; D: x; E: 3; F: 0.8; G: 14; H: 0.8; I: -1.5; J: -8
> C/C(Nc1ccc(F)cc1)=C(/C#N)C(N)=O
  A: -5; B: 2; C: -0.2; D: 73; E: 0; F: 1.7; G: -11; H: 0.6; I: 2.7; J: -6
> Cc1cc(C(=O)CCl)c(C)n1Cc1ccco1
  A: 3; B: 0; C: -1.6; D: x; E: -2; F: 0.9; G: 14; H: 2.5; I: -0.9; J: -6
> Cc1ccc(SCC(=O)OCC(=O)NCC2CCCCC2)cc1C
  A: -2; B: -3; C: 1.2; D: x; E: 10; F: -1.6; G: 6; H: 0.9; I: 0.2; J: 13
> COc1ccc([N+](=O)[O-])cc1NC(=O)COC(=O)c1ccccc1O
  A: -1; B: -2; C: 0.1; D: 31; E: -10; F: -2.7; G: 2; H: -0.9; I: -0.6; J: 1
> COc1ccccc1Nc1nnc(C)c(=O)[nH]1
  A: x; B: -1; C: -1.9; D: x; E: 3; F: -1.3; G: 3; H: -2.4; I: 0.9; J: 3
> Cc1ccc2nc(-c3ccccc3Cl)cc(C(=O)Nc3cc(C)on3)c2c1
  A: -2; B: -8; C: -1.3; D: -32; E: 6; F: 0.1; G: 6; H: 1.7; I: 2.1; J: -4
> C=CCOc1ccc(C(=O)n2cc(C(=O)OC)c3ccccc32)cc1
  A: 3; B: -2; C: -2.6; D: -25; E: -12; F: 2.2; G: -7; H: -1.9; I: 1.2; J: -9
> CN(C)CCNC(=S)Nc1ccc(Cl)cc1
  A: 4; B: 0; C: 1.1; D: 6; E: -5; F: 0.0; G: -7; H: -0.1; I: -2.7; J: 13
> O=C(O)CN(c1ccc2c(c1)OCCO2)S(=O)(=O)c1ccccc1
  A: -1; B: -2; C: -0.1; D: -27; E: 8; F: 0.8; G: 0; H: -1.0; I: 4.0; J: -10
> O=C(NCCCN1CCCC1=O)c1cc2nc(-c3ccco3)cc(C(F)(F)F)n2n1
  A: -1; B: -1; C: 0.4; D: 21; E: -7; F: -2.6; G: -94; H: 0.8; I: 1.1; J: -15
> Cc1ccc(NC(=O)c2cc(=O)[nH]c3ccccc23)cc1
  A: -2; B: 0; C: -0.2; D: 4; E: -5; F: 3.6; G: 0; H: 0.9; I: 1.1; J: 16
> CC1=N/C(=C\c2ccc(OC(C)C)cc2)C(=O)N1c1ccc(C(=O)O)cc1
  A: -2; B: 0; C: -2.0; D: 2; E: -2; F: 2.8; G: 15; H: -24; I: 0.3; J: 2
> COc1ccc(C(=O)NC(=S)NC(C)C)cc1Br
  A: x; B: -5; C: -2.8; D: -9; E: -9; F: 1.8; G: 1; H: -2.3; I: 1.8; J: -4
> CC(CN1CCCCC1)OC(=O)c1ccc2c(c1)OCCO2 (stereo not given)
  A: 13; B: -1; C: -2.6; D: -2; E: 0; F: 1.8; G: 9; H: -0.2; I: 2.5; J: 5
> CC/C(C)=N\N=C\c1c(O)n(CC)c2cc(C3=NNC(=O)CC3)ccc12
  A: x; B: 0; C: -1.2; D: x; E: -5; F: x; G: -26; H: 0.4; I: 0.7; J: -5
> CCc1nn(-c2cc(Cl)ccc2OC)c2c1C(=O)CCC2
  A: -3; B: 1; C: -2.4; D: 2; E: 4; F: 4.6; G: 5; H: 1.4; I: 2.2; J: 7
> COc1ccc2c(CC(=O)N3CCc4cc(OC)c(OC)cc4C3)coc2c1
  A: -2; B: -1; C: -0.9; D: 15; E: 8; F: 1.4; G: 3; H: -1.8; I: 2.7; J: -9
> Cn1cnnc1SC(C(=O)Nc1cc(Cl)cc(Cl)c1)c1ccccc1 (stereo not given)
  A: x; B: -2; C: -2.5; D: 41; E: -1; F: 3.0; G: -7; H: 2.8; I: 4.5; J: -14
> O=C(Cn1cc(C(=O)C2CC2)c2ccccc21)NCc1ccccc1
  A: x; B: -3; C: -2.3; D: 1; E: 0; F: 3.7; G: -11; H: 0.5; I: 3.0; J: -1
> CCOc1ccc(Nc2c3ccccc3nc3ccccc23)cc1
  A: 2; B: 10; C: 2.0; D: 2; E: -8; F: 4.9; G: -4; H: 9.5; I: 8.8; J: 4
> COc1ccc(C(=O)NC(CC(C)C)C(=O)O)cc1OC (stereo not given)
  A: -6; B: 0; C: 7.9; D: x; E: 0; F: 1.1; G: -11; H: 0.0; I: 2.3; J: -21
> COc1ccc(C(=O)C(C)OC(=O)c2cccc(S(=O)(=O)Nc3cc(Cl)c(OC)cc3OC)c2)cc1 (stereo not given)
  A: x; B: 1; C: -1.2; D: 3; E: 19; F: x; G: -7; H: 2.3; I: -0.3; J: 4
> O=C(COC(=O)CSc1ccc2ccccc2c1)NCc1ccc2c(c1)OCO2
  A: x; B: -3; C: -1.8; D: -4; E: -1; F: 1.3; G: 0; H: 1.9; I: 1.7; J: -4
> Cc1ccc(SCC(=O)N=C2NC(=O)CS2)cc1
  A: -2; B: 1; C: 0.0; D: 12; E: 0; F: 0.9; G: 9; H: -0.2; I: 2.3; J: 2
> COc1ccc(S(=O)(=O)N2CCC(C(=O)N[C@@H](C)C(=O)NC3CC3)CC2)cc1
  A: -2; B: -1; C: 0.4; D: 24; E: -7; F: 1.7; G: -9; H: -2.3; I: 1.7; J: -8
> CC1CN(C(=O)CSc2nnc3c(Cl)cc(Cl)cn23)CC(C)O1 (stereo not given)
  A: x; B: 2; C: -1.3; D: 18; E: -10; F: 2.6; G: -13; H: -0.9; I: 1.8; J: 6
> CNc1nc(Nc2ccc(C(C)=O)cc2)nc(OC(C(F)(F)F)C(F)(F)F)n1
  A: x; B: -5; C: -0.5; D: x; E: 14; F: 2.7; G: 0; H: -0.8; I: -0.5; J: -6
> COCCOC(=O)c1c(C)oc2ccc(OC(=O)c3c(OC)cccc3OC)cc12
  A: x; B: -9; C: -1.5; D: x; E: 5; F: 0.5; G: 9; H: 1.2; I: -0.5; J: -9
> Cc1[nH]c(=O)c(C#N)c(C)c1CCC(=O)N(C)CC(=O)Nc1ccc(Cl)c(Cl)c1
  A: -3; B: 4; C: -3.1; D: -6; E: 8; F: -0.2; G: 0; H: -1.4; I: 0.3; J: -5
> C/C(=N/Nc1ccc(C(=O)c2c(C)cc3ccccn23)cc1[N+](=O)[O-])c1ccc(O)cc1
  A: -5; B: -1; C: -1.4; D: -41; E: -2; F: 1.5; G: 6; H: x; I: x; J: 13
> c1cc(-c2noc(CCC3CCCC3)n2)ccn1
  A: x; B: -2; C: -1.6; D: -37; E: -2; F: 2.7; G: -14; H: -3.1; I: -1.3; J: -1
> O=C(NCc1ccco1)C1CC2CCC1C2 (stereo not given)
  A: -1; B: 4; C: -6.0; D: 1; E: -2; F: 2.5; G: 4; H: 0.2; I: 0.8; J: -10

# As a short view, part of the list above:
# Field names: A = Wnt act; B = DAGLB inhibitor; C = CAL PDZ FP; D = PfHsp90 set2; E = Tat transport; F = phage Ecoli inh; G = Rtt109 Vps75; H = E coli growth; I = AddAB inh; J = PvdQ inh
> O=C(NCCCN1CCCC1=O)c1cc2nc(-c3ccco3)cc(C(F)(F)F)n2n1
  A: -1; B: -1; C: 0.4; D: 21; E: -7; F: -2.6; G: -94; H: 0.8; I: 1.1; J: -15
> Cc1ccc(NC(=O)c2cc(=O)[nH]c3ccccc23)cc1
  A: -2; B: 0; C: -0.2; D: 4; E: -5; F: 3.6; G: 0; H: 0.9; I: 1.1; J: 16
> CC1=N/C(=C\c2ccc(OC(C)C)cc2)C(=O)N1c1ccc(C(=O)O)cc1
  A: -2; B: 0; C: -2.0; D: 2; E: -2; F: 2.8; G: 15; H: -24; I: 0.3; J: 2
> COc1ccc(C(=O)NC(=S)NC(C)C)cc1Br
  A: x; B: -5; C: -2.8; D: -9; E: -9; F: 1.8; G: 1; H: -2.3; I: 1.8; J: -4
> CC(CN1CCCCC1)OC(=O)c1ccc2c(c1)OCCO2 (stereo not given)
  A: 13; B: -1; C: -2.6; D: -2; E: 0; F: 1.8; G: 9; H: -0.2; I: 2.5; J: 5
> CC/C(C)=N\N=C\c1c(O)n(CC)c2cc(C3=NNC(=O)CC3)ccc12
  A: x; B: 0; C: -1.2; D: x; E: -5; F: x; G: -26; H: 0.4; I: 0.7; J: -5
